Pin1 inh – blocks the human prolyl isomerase Pin1; Q13526; Pin1 FP peptide displacement, HiFluor488, 10 min; Potency, µM (titrated, usually from 115 µM), without a hit: top-dose activity, negative = inhibition, actives largely listed as inhibitors; 390,000 compounds, 0.009% hits; AID 504891; active means well fitted inhibition curve with a large enough effect in the polarisation, with a control signal flat, not every such curve was filed as active; inconclusive means small, poorly fitted or top-dose-only effect, or effect the other way, or a change in a side signal; inactive means no such curve, though single readings can be large or run the other way; the % refers to the polarisation; further: potency means the concentration at half of the fitted maximal effect; on the % scale 0 is the no-effect control and ±100 the full control effect
Target sequence (Q13526 whole entry, looked up): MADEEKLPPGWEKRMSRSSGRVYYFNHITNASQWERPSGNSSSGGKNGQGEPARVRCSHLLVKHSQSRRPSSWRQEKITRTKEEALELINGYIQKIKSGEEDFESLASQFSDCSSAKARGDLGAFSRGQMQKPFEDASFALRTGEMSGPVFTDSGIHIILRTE
TRHR agonist – agonists of human TRH receptor; 360,000 compounds, 0.18% hits; TRHR cells, calcium flux fluo-8, FDSS agonist mode; P34981; activation, % at 2 µM; in the data active means activation above about 30%; further: 0% is about no effect
Target sequence (P34981 whole entry, looked up): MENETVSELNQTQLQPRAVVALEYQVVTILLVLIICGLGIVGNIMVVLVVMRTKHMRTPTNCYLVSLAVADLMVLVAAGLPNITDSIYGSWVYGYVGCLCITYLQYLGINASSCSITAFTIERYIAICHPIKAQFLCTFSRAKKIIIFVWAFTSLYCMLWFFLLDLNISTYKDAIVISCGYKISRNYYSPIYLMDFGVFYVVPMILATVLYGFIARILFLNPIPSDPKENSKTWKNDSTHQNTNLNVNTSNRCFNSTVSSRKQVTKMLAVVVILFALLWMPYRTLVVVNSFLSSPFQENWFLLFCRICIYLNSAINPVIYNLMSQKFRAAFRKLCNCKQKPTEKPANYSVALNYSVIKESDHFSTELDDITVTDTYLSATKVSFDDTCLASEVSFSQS
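Read-out: compound-evoked intracellular calcium rise in TRHR cells, fluo-8 dye, kinetic FDSS fluorescence at 1 s/cycle following a 10-cycle baseline. Cells cultured overnight before dye loading (30 min–1.5 h, RT).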
D2 ag – D2 dopamine receptor (human) agonism. P14416. HEK293 T-REx D2 cells, calcium flux agonist mode. activation, % at 2 µM. 340,000 compounds, 0.53% hits. AID 485358;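 active means activation over 3 SD above normal in the single-dose calcium agonist read, cut at about 30% in these data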; further: 0% is about no effect
Target sequence (P14416 whole entry, looked up): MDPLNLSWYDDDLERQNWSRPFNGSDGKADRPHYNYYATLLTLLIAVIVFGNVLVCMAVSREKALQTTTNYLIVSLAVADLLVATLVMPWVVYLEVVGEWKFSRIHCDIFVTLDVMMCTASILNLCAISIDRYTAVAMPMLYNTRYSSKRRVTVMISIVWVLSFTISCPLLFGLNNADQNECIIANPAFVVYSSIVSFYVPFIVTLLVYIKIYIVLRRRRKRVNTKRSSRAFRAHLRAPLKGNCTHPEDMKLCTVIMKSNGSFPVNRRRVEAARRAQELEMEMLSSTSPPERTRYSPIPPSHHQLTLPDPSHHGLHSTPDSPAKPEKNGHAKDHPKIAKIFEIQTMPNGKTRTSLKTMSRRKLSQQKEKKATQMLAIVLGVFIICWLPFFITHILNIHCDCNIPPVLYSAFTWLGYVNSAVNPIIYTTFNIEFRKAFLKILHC
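Tetracycline-induced HEK293 Trex cells with D2 receptor force-coupled to calcium signaling, plated overnight at 30 C and loaded with no-wash calcium dye. Calcium flux read kinetically for 180 s after compound addition; responses flag agonists.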
USP1-UAF1 inh – USP1/UAF1 (human) deubiquitinase inhibition. O94782. recombinant USP1/UAF1, Ub-Rhodamine cleavage fluorescence. Potency, µM (top dose mostly 57.1 µM), for inactives: top-dose activity change, negative = inhibition, actives largely listed as inhibitors. 390,000 compounds, 0.23% hits. AID 743255; further: potency means the concentration at half of the fitted maximal effect; on the % scale 0 is the no-effect control and ±100 the full control effect; nearly all actives have a fitted effect of over 60% in size; inactives centre near -12
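1 nM enzyme complex + cpd, 15 min RT; start with Ub-Rho 150nM final; kinetic fluorescence ex 480/em 540, 6 reads q60 s. Buffer 50mM HEPES pH 7.8, 0.5mM EDTA, 0.1 mg/ml BSA, 1mM TCEP, 0.01% Tween-20.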
TRHR enhancer – allosterically enhances the human TRH receptor; P34981; 360,000 compounds, 0.66% hits; TRHR cells, fluo-8 calcium fluorescence, EC20 TRH enhancement; enhancement, % at 2 µM; in the data active means enhancement above about 30%; further: 0% is about no effect
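Enhancer read-out: after compound pinning and an initial kinetic agonist-mode read, an EC20 of TRH (10 nM final) was injected and fluo-8 calcium signal (Ex 480/Em 530) followed at 1 s/cycle for 100 cycles in TRHR-expressing cells.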
IDH1 R132H inh – blocks human mutant IDH1 R132H enzyme. IDH1-R132H enzyme, NADPH consumption, diaphorase/resazurin fluorescence. 390,000 compounds, 0.093% hits. Potency, µM (titrated, usually from 76.6 µM), inactives show at the top dose activity change, negative = inhibition, most hits filed as inhibitors. O75874; further: potency means the concentration at half of the fitted maximal effect; on the % scale 0 is the no-effect control and ±100 the full control effect; nearly all actives have a fitted effect of over 65% in size
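IDH1-R132H (0.5 ug/mL dispensed) in pH 7.5 Tris buffer was preincubated 30 min with compound, then given a substrate mix of 0.016 mM NADPH and 2 mM alpha-KG for 80 min at room temperature; remaining NADPH was read by diaphorase/resazurin fluorescence.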
TrxR1 substrate – rat thioredoxin reductase 1 substrate activity | O89049 | purified TrxR1 substrate turnover, NADPH consumption readout | Potency, µM (titrated, usually from 114 µM), for the others: at the top dose activity change, negative = substrate turnover | 390,000 compounds, 0.01% hits | AID 588456; further: potency means the concentration at half of the fitted maximal effect; on the % scale 0 is the no-effect control and ±100 the full control effect; nearly all actives have a fitted effect of over 50% in size
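Rat TrxR1, dispensed at 90 nM, was prereduced with 400 uM NADPH (final) for 5 min at ~22 deg C, then incubated with compound 15 min before 400 uM selenite. A first-read NADPH fluorescence drop versus no-compound background flagged substrates.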
rTrxR1 inhibitor – blocks rat thioredoxin reductase 1; O89049; AID 588453; Potency, µM (top dose mostly 114 µM), inactives show top-dose activity change, negative = inhibition, usual class: inhibitors; recombinant rTrxR1, NADPH fluorescence consumption, selenite substrate; 390,000 compounds, 1% hits; further: potency means the concentration at half of the fitted maximal effect; on the % scale 0 is the no-effect control and ±100 the full control effect; nearly all actives have a fitted effect of over 65% in size
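Rat TrxR1 (90 nM in the dispensed reagent) was pre-reduced with 400 uM NADPH for 5 min at room temperature, then incubated with compound for 15 min. After 400 uM selenite was added, NADPH fluorescence (Ex 340/Em 450 nm) was followed for 8 min.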
D2 antagonist – antagonists of human D2 dopamine receptor. P14416. HEK293 TREx D2 cells, calcium flux, dopamine EC80. inhibition, % at 10 µM. 340,000 compounds, 2% hits; in the data active means inhibition above about 30%; further: 0% is about no effect
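Tetracycline-induced HEK293 T-REx cells expressing D2 force-coupled to calcium signalling were dye-loaded, exposed to compound for 180 s, then challenged with an EC80 of dopamine; calcium flux was followed kinetically for a further 180 s.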
* = called active by the depositor; u = inconclusive; x = not tested or not shown; [ ] = remark or other dose. Unless noted, the call rests on the fitted dose curve; in most records, active means well fitted inhibition curve with a large enough effect; inconclusive means small, poorly fitted or top-dose-only effect; inactive means no such curve, though single readings can be large or run the other way.

| mol | Pin1 inh | D2 antagonist | D2 ag | TRHR agonist | TRHR enhancer | TrxR1 substrate | rTrxR1 inhibitor | IDH1 R132H inh | USP1-UAF1 inh |
| --- | --- | --- | --- | --- | --- | --- | --- | --- | --- |
| COc1ccc(CCNC(=O)c2ccc(Cn3c(=O)c4ccccc4n(Cc4cccc(C)c4)c3=O)cc2)cc1OC | 2% | x | -0.2 | -1.7 | 4 | -3% | -3% | 12% | -21% |
| CC(=O)Nc1nc(=S)n(-c2ccccc2)[nH]1 | 2% | -9 | -0.2 | 0.0 | 4 | -1% | u | -2% | 2% |
| CCc1nc2sc3ccccc3c(=O)c2c(=O)n1Cc1ccco1 | x | 29 | -0.7 | 0.2 | 1 | -6%[57.1 µM] | 14µM* | -7% | -9% |
| CCCN(C(=O)c1noc2c1COc1ccc(C)cc1-2)c1ccc(Cl)c(Cl)c1 | -5% | x | -0.2 | -0.5 | -5 | 8% | 13%[11.4 µM] | 10% | -15% |
| Cc1csc(SCC(=O)Nc2cc(C(N)=O)cc(C(N)=O)c2)n1 | -2% | x | x | x | x | 10%[57.1 µM] | 11%[57.1 µM] | 5% | 1% |
| Cc1nc(NC(N)=S)sc1C(=O)Nc1ccccc1 | -3% | 1 | -0.2 | 0.8 | 2 | -5% | -1% | 3% | -9% |
| CCN(CC)C(=O)C1CCCN(c2ncnc3c2c(-c2ccccc2)cn3-c2cccc(C)c2)C1 (stereo not given) | 4% | x | 0.4 | 0.0 | 20 | 4%[57.1 µM] | 15%[57.1 µM] | u | -16% |
| COC(=O)c1ccc(CCc2cc(O)ccc2O)cc1 | 1% | x | x | x | x | -15% | 56µM* | 3% | -6% |
| COc1ccc(CCN2C(=O)c3[nH]nc(-c4ccccc4O)c3C2c2cccc(OC)c2)cc1 (stereo not given) | 2% | x | -0.6 | 0.5 | -3 | 0% | 10% | -11% | -17% |
| COc1ccc2nc(N(Cc3cccnc3)C(=O)C3COc4ccccc4O3)sc2c1 (stereo not given) | 1% | x | 0.3 | 0.2 | -3 | 5%[57.1 µM] | 17%[57.1 µM] | 4% | -17% |
| COc1ccc(C(C)=O)cc1COC(=O)CNC(=O)c1ccccc1F | 4% | 0 | 0.4 | -0.1 | 4 | 0% | 16µM* | -1% | -12% |
| Cc1ccc(OCCn2cc(C=O)c3ccccc32)cc1 | 1% | x | x | 0.3 | 0 | -17% | 1%[57.1 µM] | 11% | -11% |
| O=C(CNC(=O)c1ccc(Cl)cc1)OCc1cc(=O)n2nc(C3CCCCC3)sc2n1 | -3% | x | 0.8 | -0.1 | 1 | -1%[57.1 µM] | 6%[57.1 µM] | 3% | -8% |
| Cc1cc(=O)n2nc(N3CCCC(C(=O)NC(C)c4ccccc4)C3)sc2n1 (stereo not given) | -4% | 14 | -0.9 | 0.2 | 5 | 2% | -3% | 10% | -17% |
| CCCOc1ccc(C(=O)Nc2ccc(N(C)C)cc2)cc1 | -2% | 11 | -3.4 | 1.3 | -3 | 7%[57.1 µM] | 0% | 0% | -17% |
| COc1ccc(NC(=O)COC(=O)C2CCCCC2)c([N+](=O)[O-])c1 | -4% | 1 | 0.2 | 0.2 | -1 | 6%[57.1 µM] | 21% | 7% | -11% |
| CCOC(=O)c1ccc(NC(=O)N2CCCCC2)cc1 | -3% | 7 | 0.6 | -0.2 | -1 | -1% | 4% | 8% | -13% |
| CCCNC(=O)C(Cc1ccccc1)NC(=O)c1ccc(-c2ccccc2)cc1 (stereo not given) | -4% | -11 | 0.2 | -0.6 | 7 | 6% | 2% | 16% | -16% |
| c1csc(CNCCCN2CCOCC2)c1 | 0% | 8 | 0.0 | -0.1 | 6 | 4% | 12% | 3% | -6% |
| CC(C)COc1ccc(CN=C(N)N=C(N)N)cc1Cl | -5% | 4 | 0.3 | 0.0 | -2 | 3% | 6% | 7% | -24% |
| CCc1ccc(S(=O)(=O)c2cn(C)c3cc(N4CCCC4)c(F)cc3c2=O)cc1 | 5% | x | -2.0 | -0.4 | 6 | 23% | 53%[activator] | 13% | -17% |
| C=CCn1cnnc1SCC(=O)Nc1cccnc1Cl | x | -2 | -0.1 | 0.6 | -3 | x | x | x | x |
| Cc1cc(NC(=O)Cn2nc(C(F)(F)F)c3c2CCC3)n(-c2ccccc2)n1 | -2% | 1 | -0.9 | 0.3 | -4 | 0% | 6% | 7% | -8% |
| CC(=O)N1c2ccc(S(=O)(=O)NCC3CCC(C(=O)Nc4cccc(C)c4)CC3)cc2CC1C (stereo not given) | -7% | x | 0.3 | 0.0 | 3 | 9% | 14% | -3% | -9% |
| CCc1nc(Nc2ccc(F)cc2)c2oc3ccccc3c2n1 | 1% | -9 | 0.1 | 5.5 | 5 | 4% | 27% | 0% | -21% |
| COc1ccc(-c2ccc3ccccc3n2)cc1 | 1% | 0 | 0.3 | -0.8 | 0 | 41%[activator][57.1 µM] | 21%[57.1 µM] | 5% | -7% |
| CC(=O)Nc1ccc(/C=N/N2C(=O)NC(C)(c3ccc(OC(F)F)cc3)C2=O)cc1 (stereo not given) | 4% | 47* | 37* | 7.5 | -8 | -6% | -3% | -9% | -11% |
| CCOC(=O)CC(=O)CSc1ncnc2c1nnn2-c1ccc(F)cc1 | 8% | -2 | 0.3 | 0.7 | 3 | -1%[57.1 µM] | 42%[activator][57.1 µM] | -4% | 0% |
| CCc1ccc(-n2c(SCc3ccccc3F)nc3[nH]ncc3c2=O)cc1 | 0% | x | x | -0.2 | 1 | 2%[57.1 µM] | 11%[57.1 µM] | 0% | -24% |
| Cc1c(NC(=O)COc2ccccc2Cl)c(=O)n(-c2ccccc2)n1C | 4% | -4 | -0.1 | 0.1 | 30 | 2% | 19% | -8% | -20% |

The final 2 records of the part before are carried over, then new ones follow.
| mol | Pin1 inh | D2 antagonist | D2 ag | TRHR agonist | TRHR enhancer | TrxR1 substrate | rTrxR1 inhibitor | IDH1 R132H inh | USP1-UAF1 inh |
| --- | --- | --- | --- | --- | --- | --- | --- | --- | --- |
| CCc1ccc(-n2c(SCc3ccccc3F)nc3[nH]ncc3c2=O)cc1 | 0% | x | x | -0.2 | 1 | 2%[57.1 µM] | 11%[57.1 µM] | 0% | -24% |
| Cc1c(NC(=O)COc2ccccc2Cl)c(=O)n(-c2ccccc2)n1C | 4% | -4 | -0.1 | 0.1 | 30 | 2% | 19% | -8% | -20% |
| COc1ccc(-c2cc(C(=O)N/N=C(\C)c3cccnc3)c3cc(C)ccc3n2)cc1OC | -9% | 2 | 0.2 | 1.9 | -3 | -2% | 8% | 5% | -14% |
| CC(=O)Nc1ccc(NC(=S)NC(=O)c2cc3ccccc3o2)cc1 | -2% | 6 | -0.1 | -0.2 | -10 | -8% | -10% | -7% | -3% |
| c1ccc2cc(OCCOCCOc3ccc4ccccc4c3)ccc2c1 | -4% | 10 | 2.1 | 2.5 | 11 | 5% | 17% | -2% | -24% |
| COc1cccc(/C=C2\Oc3cc(OC(=O)N4CCOCC4)ccc3C2=O)c1 | -4% | -9 | -1.6 | 0.2 | -1 | 0% | 10% | 5% | -21% |
| O=C(NNc1ccc([N+](=O)[O-])cc1)c1ccccc1Cl | -5% | -9 | 1.6 | 0.1 | 3 | -11% | -1% | -8% | -2% |
| CN(C)Cc1ccc(F)cc1Sc1cc(Cl)ccc1Cl | 1% | -6 | 0.2 | -0.1 | 19 | -10% | -6% | 12% | -11% |
| CCCCCN(C(=O)CCC(=O)OCC(=O)c1c(C)cc(C)cc1C)c1c(N)n(CCCC)c(=O)[nH]c1=O | 1% | -5 | -0.9 | -0.6 | 3 | -5% | 21%[57.1 µM] | 0% | -25% |
| O=C(NCCC(=O)N1CCNC1=O)OCc1ccccc1 | 1% | -2 | -1.6 | 1.1 | -1 | 7% | 20% | 8% | -10% |
| Cc1cc(C)c2nc(SCC(=O)Nc3ccc(S(=O)(=O)N4CCCC4)cc3)c(C)cc2c1 | -13% | -2 | -0.2 | 0.2 | -4 | -9% | -4% | 4% | -19% |
| CN1CCc2c(n(CC(O)CN3CCN(CCO)CC3)c3ccccc23)C1=O (stereo not given) | -27% | -11 | 0.5 | 0.3 | 2 | 26% | 6% | -5% | -29% |
| Cc1ccc(NC(=O)[C@@H](c2ccccc2)N2Cc3ccccc3C2=O)cc1 | 6% | x | 0.7 | 1.3 | -3 | 2% | 23% | -1% | -14% |
| CCCCN1CC(COCc2ccccc2)Oc2cccc(Oc3ccc(C)cc3)c2S1(=O)=O (stereo not given) | 2% | x | x | x | x | -4% | 16% | -2% | -14% |
| O=C(NC1=NCCS1)c1ccc(Cl)c(S(=O)(=O)N2CCCCCC2)c1 | 6% | 11 | 0.7 | 0.5 | -6 | -10% | 13% | -13% | -12% |
| Cc1ccccc1OCC(=O)N(Cc1cccc(F)c1)C1CCS(=O)(=O)C1 (stereo not given) | 0% | 17 | -0.4 | -0.4 | 6 | 3% | 11% | -7% | -9% |
| COc1ccc(CCn2c(=N)c(C(=O)NC3CCCC3)cc3c(=O)n4cccc(C)c4nc32)cc1 | 16% | 17 | -0.4 | 2.5 | -5 | 1% | 13% | 1% | -24% |
| COC(=O)N1CCc2c(sc(NC(=O)C3COc4ccccc4O3)c2C(N)=O)C1 (stereo not given) | 38%[activator] | 27 | 1.0 | 0.2 | 1 | 7%[57.1 µM] | -26% | -6% | -2% |
| Cc1cc(OCc2ccc(C(=O)Nc3ccc(C(=O)O)cc3)o2)ccc1Cl | u | -3 | -0.4 | -0.1 | -3 | 2% | -10% | 4% | -12% |
| COc1ccc(OC)c(C(=O)c2oc3ccccc3c2NC(C)=O)c1 | -19% | 7 | 0.7 | -0.1 | -2 | -13% | -17% | 0% | -5% |
| Cc1ccc(S(=O)(=O)/C(C#N)=C/c2c(N3CC(C)OC(C)C3)nc3c(C)cccn3c2=O)cc1 (stereo not given) | -3% | -3 | 0.0 | 1.8 | 0 | -8% | -15% | -3% | -9% |

Bioassay records as filed in PubChem.

These rows are one share of the data; count on the stated rates, not on these rows.
